Assay outcomes from PubChem.
P. falciparum M17LAP – P. falciparum M17LAP inhibitors, primary screen, biochemical, fluorogenic H-Leu-NHMec substrate, 1536-well (AID 1619) | recombinant M17LAP, H-Leu-NHMec fluorogenic kinetic assay; higher % means a stronger effect | inhibition, % at 30 µM; hits with a dose series show IC50 in µM | actives 0.38% (n = 220,000);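 active = compound inhibiting the enzyme by more than half at any dose during confirmatory dose-response retesting; inconclusive = strong single-dose inhibitors picked by rank but not retested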;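 also: plate controls were full reaction with DMSO carrier for no effect and no enzyme background for full effect; strong numbers were not always called active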
TNAP activators – stimulation of alkaline phosphatase TNAP activity – biochemical, luminescent, no phosphate acceptor, uHTS, primary screen (AID 1001). activation fold at 20 µM; hits with a dose series show EC50 in µM. actives 0.03% (n = 200,000). purified TNAP, luminescent activation assay, no phosphate acceptor; higher activation fold means a stronger effect; in the data active = activation fold from about 3, or a potency from the dose series; inactive = the rest, 99 in 100 with activation fold below about 1.6; also: many of its hits are not listed in these tables
human PMI inhibitors – MPI inhibition at elevated mannose 6-phosphate – biochemical, fluorescence intensity, high mannose 6-phosphate, primary screen (AID 1220). recombinant PMI enzyme, coupled fluorescence intensity; higher % means a stronger effect. one-dose inhibition, % at 20 µM; IC50 in µM for titrated hits. actives 0.66% (n = 190,000)
RSV CPE inhibition – inhibition of RSV-induced cytopathic effect – HEp-2 cells, primary 10 µM value included (AID 2391). CPE inhibition, % at 10 µM, or IC50 in µM where a hit was titrated. actives 0.13% (n = 310,000). HEp-2 cells, RSV-induced CPE inhibition; higher % means a stronger effect; in the data active = a potency from the dose series; inconclusive = CPE inhibition mostly from about 23% at the one dose, without a potency; inactive = the rest, 99 in 100 with CPE inhibition below about 21%; also: strong numbers were not always called active
UTI89 phage lysis – inhibition of K1F phage lysis, E. coli UTI89, bacterial capsule biogenesis inhibitors, alamar blue (AID 488966); E. coli UTI89 K1F phage lysis, alamar blue, 2 h; higher % means a stronger effect; inhibition, % at 100 µM, or IC50 in µM where a hit was titrated; actives 0.02% (n = 340,000);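 active = phage lysis inhibition, versus mean bacterial control, above a set limit; inconclusive = no clear call, values can overlap the other calls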;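 also: capsule biogenesis inhibitors block K1F phage lysis so surviving cells raise fluorescence; higher fluorescence means more inhibition of phage lysis; actives were called in the ten point dose series up to 300 µM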
M1AAP inhibition – P. falciparum M1AAP inhibitors, biochemical, fluorogenic H-Leu-NHMec substrate, 1536-well (AID 1445). recombinant M1AAP, H-Leu-NHMec fluorogenic kinetic assay; higher % means a stronger effect. inhibition, % at 30 µM; hits with a dose series show IC50 in µM. actives 0.42% (n = 220,000);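 active = primary inhibition above the hit cutoff, then over 50% inhibition at one or more dose response concentrations, cut at about 23% in these data, passing the limit was not always enough; inconclusive = conflicting primary data, or primary hits not chosen for dose response; inactive = low primary inhibition, or under 50% at every dose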;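 also: plate controls were DMSO full reaction for no effect and no enzyme background for full effect; strong numbers were not always called active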
human PMI inhibition – MPI enzyme activity inhibition – biochemical, fluorescence intensity, coupled assay, primary screen (AID 1209). purified PMI enzyme, coupled fluorescence intensity; higher % means a stronger effect. inhibition, % at 20 µM, or IC50 in µM where a hit was titrated. actives 0.42% (n = 190,000);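 also: plate controls were DMSO vehicle for no effect and wells lacking substrate for full effect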
T cell modulator – T cell immune modulation candidate | actives 0.068% (n = 330,000) | calls only at 7 µM | 2C CD8+ T cell-vesicle binding, flow cytometry; active compounds read low | AID 2052;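 active = response, share of CD8 T cells binding vesicles, and their 90th percentile fluorescence all below set limits, cut at about 80% in these data, passing the limit was not always enough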
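Read-out – percent CD8+ FL2 mean versus row control · System – murine 2C transgenic CD8+ T lymphocytes · Times – 1.5 h cell–vesicle binding at 37 °C, then 20 min icy labelling · Control set – naked vesicles low, QL9 vesicles with vehicle high · Detection – cytometric PE anti-B7-1 and Alexa647 anti-CD8 signals after 1% paraformaldehyde fixation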
West Nile antiviral – West Nile virus antiviral activity, cell-based, CPE readout (AID 1621). West Nile virus-infected cells, CPE inhibition; higher % means a stronger effect. CPE inhibition, % at 10 µM, or IC50 in µM where a hit was titrated. actives 0.02% (n = 290,000); in the data active = a potency from the dose series; inconclusive = CPE inhibition mostly from about 3.7% at the one dose, without a potency; inactive = the rest, 99 in 100 with CPE inhibition below about 2.2%; also: strong numbers were not always called active
T cell modulator vesicle-bound % – recorded beside T cell modulator, whose call it bears; double positive events, %; measured here: CD8+ vesicle-bound cell fraction;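 binding gate set so that unloaded-vesicle control wells show 10% double positive cells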
Active calls of the source: *; i = inactive; ? = inconclusive; / = no result given; [ ] = remark or other dose. Rule as the data show it, unless noted: active = inhibition above about 50%; inactive = the rest.

SMILES	P. falciparum M17LAP	TNAP activators	human PMI inhibitors	RSV CPE inhibition	UTI89 phage lysis	M1AAP inhibition	human PMI inhibition	T cell modulator	T cell modulator vesicle-bound %	West Nile antiviral
CCOC(=O)C[C@H]1c2ccccc2S(=O)(=O)N1c1ccccc1	/	/	/	1.1%	1.3%	/	/	i	27	-0.5%
S=C(NCc1ccc(Cl)cc1)NCc1ccco1	/	/	/	0.5%	0.6%[50 µM]	/	/	i	70	-0.6%
Fc1cccc(Nc2nc3ccccc3n3cnnc23)c1	/	/	/	7.3%	0.3%	/	/	i	48	-0.9%
COc1ccc(CN2CCNC(=O)C2CC(=O)N2CCc3ccccc3C2)c(OC)c1 (stereo not drawn)	1%	1.1	40%	-0.5%	-0.5%	6%	11%	i	54	-0.9%
O=C(CCC(=O)N(CC(=O)NC1CCCC1)Cc1ccc2c(c1)OCO2)Nc1ccccn1	6%	1.1	-2%	0.1%	0.4%	26%*	-12%	i	52	0.0%
CCOC(=O)c1ccc(NS(=O)(=O)c2cnc[nH]2)cc1	14%	1.1	14%	3.8%	3.4%	3%	17%	i	34	-0.3%
CCCc1cc(NCCCn2ccnc2)n2nc(C)c(-c3ccccc3)c2n1	3%	/	/	?	1.4%	3%	/	i	11	-0.6%
Cc1ccccc1Nc1nc(N)nc(COC(=O)C(NC(=O)c2ccco2)C(C)C)n1 (stereo not drawn)	7%	1.1	-5%	0.1%	0.1%	8%	2%	i	15	0.2%
NC(=O)c1nsc(C(=O)N(CC(=O)NC2CCCCC2)c2cccc(F)c2)c1N	/	/	/	2.3%	-0.1%	/	/	i	13	0.2%
Cn1c2c(c(=O)n3ncnc13)CCCC2	-3%	/	/	0.5%	-0.5%	-1%	/	i	19	-0.2%
CC(C)c1nc(CNC(=O)C2CCC(=O)N(Cc3ccc(Cl)cc3)C2)no1 (stereo not drawn)	/	/	/	1.8%	8.1%	/	/	i	33	-0.2%
COc1ccc(-n2c(C)cc(C(=O)COC(=O)c3cc(NC(=O)c4cccs4)c(OC)c(OC)c3)c2C)cc1	0%	1	14%	4.0%	0.3%	1%	1%	i	62	-0.1%
Cc1cc(C)c2c(=O)n(CC(=O)Nc3cccc(Cl)c3C)sc2n1	-2%	/	/	-1.4%	-0.1%	3%	/	i	54	0.5%
COC(=O)c1cc(S(=O)(=O)NCc2cc(OC)c(OC)c(OC)c2)cn1C	/	/	/	2.0%	0.3%	/	/	i	24	-0.2%
O=C(NCc1n[nH]c(=S)n1-c1ccccc1)c1ccc(S(=O)(=O)N2CCCCC2)cc1	-2%	1.1	-13%	0.8%	-0.1%	19%	-7%	i	60	0.4%
CC1(OC(=O)C2CCCC2)C(=O)C=C2C=C(c3ccsc3)N(Cc3ccc4c(c3)OCO4)C=C2C1=O (stereo not drawn)	-1%	/	/	4.1%	2.8%	4%	/	i	42	-0.3%
COc1ccc2c(c1OC)C(=O)N(c1ccc(C)cc1)C2=O	-5%	1.1	-7%	0.0%	-0.3%	6%	-2%	i	30	0.8%
CC(=O)CCN1CCOCC1	-6%	1.1	-1%	1.4%	-0.2%[50 µM]	2%	4%	i	14	0.1%
Cc1ccc(C(=O)NC(C)c2ccc3c(c2)OCO3)s1 (stereo not drawn)	12%	1	7%	0.5%	0.1%	6%	4%	i	26	-1.0%
Cc1cccc(C)c1Nc1c(-c2ccsc2)nc2ncccn12	-22%	1	3%	1.8%	0.1%	7%	3%	i	38	-1.6%
CC(C)(C)C(=O)NNC(=O)C1CC1(c1ccccc1)c1ccccc1 (stereo not drawn)	/	/	/	-0.1%	-0.1%	/	/	i	54	-0.6%
O=C1c2cc([N+](=O)[O-])cc3cc([N+](=O)[O-])cc(c23)C(=O)N1c1ccccn1	12%	1.1	27%	5.5%	-0.5%	2%	17%	i	32	-0.4%
CCC(=O)NCCSc1c[nH]c2ccccc12	-4%	1.1	6%	2.2%	0.3%	1%	3%	i	53	0.2%
COc1cccc(-n2nnnc2SCC(=O)Nc2ccccc2OC)c1	/	/	/	2.8%	0.6%	/	/	i	57	-0.8%
c1csc(-c2nn3c(C4COc5ccccc5O4)nnc3s2)c1 (stereo not drawn)	17%	1.1	6%	9.0%	0.0%	1%	38%	i	44	-0.1%
C=CC(=O)NC1CC2CCC1(C)C2(C)C (stereo not drawn)	-4%	/	/	2.3%	-1.2%	-3%	/	i	45	0.5%
CCOC(=O)N=S(N)(=O)c1ccccc1 (stereo not drawn)	-6%	1.1	15%	1.0%	8.7%	2%	11%	i	39	0.9%
CC1Sc2ccc(S(=O)(=O)CCC(=O)N3CCCCC3)cc2NC1=O (stereo not drawn)	/	/	/	3.6%	-0.1%	/	/	i	5	-0.1%
O=C(NC1CC1)C1CCN(S(=O)(=O)c2ccc(Cl)cc2)CC1	/	/	/	0.0%	0.1%	/	/	i	24	0.0%
COc1ccccc1CNC(=O)C1CCN(S(=O)(=O)c2ccc(-n3cnnn3)cc2)CC1	/	/	/	0.4%	0.3%	/	/	i	9	0.2%
CCSc1nnc(NC(=O)C2CCCCC2C(=O)OCC(F)(F)C(F)F)s1 (stereo not drawn)	77µM*	1	15%	1.0%	-0.3%	2%	22%	i	23	0.4%
Cc1ccsc1C(=O)Nc1n[nH]c(C(F)(F)F)n1	-2%	/	/	0.5%	0.2%	3%	/	i	31	1.5%
CC(=O)N1N=C(c2ccccc2O)CC1c1cccs1 (stereo not drawn)	/	/	/	0.8%	0.1%	/	/	i	34	-0.8%
Cc1ccccc1OCC(=O)NCC(=O)N/N=C/c1ccc(Br)o1	-1%	1	1%	2.1%	0.3%	-2%	2%	i	39	-0.4%
COc1ccc(CCN2C(=O)CS/C2=N\NC(=O)c2cccs2)cc1OC	6%	1.1	15%	-0.7%	0.2%	4%	12%	i	19	0.1%
CCCC(=O)Nc1ccc2c(c1)nc(CN1CCCCC1)n2C	11%	1	8%	-0.6%	0.0%	2%	-2%	i	50	-0.5%
CC(NC(=O)C1CCC1)c1ccc(Br)cc1 (stereo not drawn)	2%	1	-3%	2.7%	-0.6%	-1%	1%	i	38	-0.1%
O=C(O)c1c(C(=O)O)c(-c2ccc(Br)cc2)n2c1CSC2	/	/	/	-0.7%	0.0%	/	/	i	40	-0.2%
O=C(Nc1ccc(F)cc1)c1nsc(Cl)c1Cl	3%	1.1	-2%	3.7%	0.5%	-3%	2%	i	40	-0.3%
O=C(O)CCN1/C(=C/C=Nc2ccccc2)Oc2ccccc21	12%	1.1	19%	0.0%	0.1%	5%	-2%	i	44	0.2%
O=c1cc(CSc2nc3ccccc3c(=O)[nH]2)c2ccc(O)cc2o1	1%	1.1	12%	/	0.2%	?	8%	/	/	0.2%
CCc1ccc2[nH]c(=O)c(CN(Cc3ccc4c(c3)OCO4)Cc3nnnn3C3CCCC3)cc2c1	6%	1.1	18%	-2.3%	4.4%	1%	13%	i	32	0.2%
Cc1ccc(C)c(N2CCN(S(=O)(=O)c3cc4c(cc3C)NC(=O)CO4)CC2)c1	/	/	/	1.8%	-0.8%	/	/	i	14	-0.7%
CCN(C(=O)COC(=O)c1cncc(Br)c1)C1CCS(=O)(=O)C1 (stereo not drawn)	9%	1.1	-11%	-0.4%	-0.3%	2%	-16%	i	37	0.1%
CCc1ccccc1N(CC(=O)N1CCN(c2ccccc2)CC1)S(C)(=O)=O	2%	1.1	5%	-0.1%	0.4%	14%	-4%	i	20	-0.5%
O=CNCC(=O)NCCc1ccc(Cl)cc1	7%	1	13%	0.8%	0.5%	6%	11%	i	51	0.1%
COCCCNc1oc(-c2cccs2)nc1S(=O)(=O)c1ccc(C)cc1	2%	1.1	4%	2.4%	-0.1%	15%	-22%	i	36	0.5%
c1ccc(Cn2nnc3c(NCC4CCCO4)ncnc32)cc1 (stereo not drawn)	6%	1	3%	1.3%	2.2%	3%	-3%	i	41	1.1%

Reprinted from the listing for reference:
SMILES	P. falciparum M17LAP	TNAP activators	human PMI inhibitors	RSV CPE inhibition	UTI89 phage lysis	M1AAP inhibition	human PMI inhibition	T cell modulator	T cell modulator vesicle-bound %	West Nile antiviral
O=c1cc(CSc2nc3ccccc3c(=O)[nH]2)c2ccc(O)cc2o1	1%	1.1	12%	/	0.2%	?	8%	/	/	0.2%
CCc1ccc2[nH]c(=O)c(CN(Cc3ccc4c(c3)OCO4)Cc3nnnn3C3CCCC3)cc2c1	6%	1.1	18%	-2.3%	4.4%	1%	13%	i	32	0.2%
Cc1ccc(C)c(N2CCN(S(=O)(=O)c3cc4c(cc3C)NC(=O)CO4)CC2)c1	/	/	/	1.8%	-0.8%	/	/	i	14	-0.7%

Continued:
SMILES	P. falciparum M17LAP	TNAP activators	human PMI inhibitors	RSV CPE inhibition	UTI89 phage lysis	M1AAP inhibition	human PMI inhibition	T cell modulator	T cell modulator vesicle-bound %	West Nile antiviral
COc1ccc(N)c2c1C(=O)c1ccccc1C2=O	18%	0.8	24%	-1.0%	-0.1%	7%	20%	i	19	-0.3%
CC1=C(C(=O)OCC2CCCO2)C(c2coc3ccc(Cl)cc3c2=O)C2=C(CCCC2=O)N1 (stereo not drawn)	5%	1.2	11%	5.0%	-0.2%	7%	7%	i	6	-0.2%
CC(C)(C)SCCNC(=O)c1cccc([N+](=O)[O-])c1	2%	1.1	1%	1.9%	4.3%	-4%	0%	i	14	0.1%
CC(=O)N(C(C)=O)n1c(C)nc2sc3c(c2c1=O)CCCC3	4%	1.1	1%	1.8%	0.6%	4%	0%	i	46	-0.2%
O=C(CCC(=O)Nc1ccccc1Cl)N/N=C/c1c[nH]c2ccccc12	2%	1.2	13%	2.8%	-0.6%[50 µM]	-4%	10%	i	44	0.0%
S=C(Nc1ccccc1)N1CCN(C(=S)c2ccccc2)CC1	2%	1	18%	-0.2%	/	1%	14%	i	50	-0.5%
COc1ccc(Br)cc1C(=O)Nc1nnn(C)n1	4%	1.1	8%	0.8%	4.5%	-4%	16%	i	49	0.3%
CCOC(=O)CSc1nc2sc(C(=O)O)c(C)c2c(=O)[nH]1	-6%	1	-13%	1.8%	-0.2%	1%	-9%	i	35	0.1%
CC1Cc2ccccc2N1C(=O)C1CCN(S(=O)(=O)Cc2ccccc2)CC1 (stereo not drawn)	1%	1.1	0%	4.6%	2.8%	2%	-4%	i	55	-0.2%
CC(=O)OC1OCCOC1NC(=S)Nc1ccc(C)cc1 (stereo not drawn)	-2%	1	6%	0.8%	-1.4%	-2%	15%	i	32	1.1%

Outcome played no part in choosing rows (roughly 1.5% active in at least one column).
